Screens (PubChem BioAssay)
697 NFkB inh – inhibitors of the PMA/ionomycin-induced NF-kB reporter in 697 B cells; 697 B-cell NF-kB luciferase reporter, 16 h; inhibition, % at 4 µM; 0.33% of 330,000 active; AID 435022; in the data active = inhibition above about 35%
Gli-Sufu antag – Gli-Sufu pathway antagonism. inhibition, % at 5 µM. 0.74% of 340,000 active. AID 588413. Sufu-KO-LIGHT fibroblasts, Gli luciferase reporter luminescence;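 active = inhibition above about 55%, limit read from the data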;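 also: 0% = DMSO-treated cells and 100% = wells with medium but no cells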
CCR6 antagonist – antagonists of human CCR6 receptor; P51684; CHO-K1 CCR6 PathHunter beta-arrestin, luminescence, CCL20-stimulated; inhibition, % at 20 µM; 0.49% of 340,000 active;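 active = compounds whose inhibition of the agonist-driven luminescence signal at 20 µM reaches about 50%, limit read from the data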;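 also: cells stimulated with CCL20 at 14 nM final; plate controls were DMSO with CCL20 for no effect and DMSO without agonist for full effect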
Target sequence (P51684 whole entry, looked up): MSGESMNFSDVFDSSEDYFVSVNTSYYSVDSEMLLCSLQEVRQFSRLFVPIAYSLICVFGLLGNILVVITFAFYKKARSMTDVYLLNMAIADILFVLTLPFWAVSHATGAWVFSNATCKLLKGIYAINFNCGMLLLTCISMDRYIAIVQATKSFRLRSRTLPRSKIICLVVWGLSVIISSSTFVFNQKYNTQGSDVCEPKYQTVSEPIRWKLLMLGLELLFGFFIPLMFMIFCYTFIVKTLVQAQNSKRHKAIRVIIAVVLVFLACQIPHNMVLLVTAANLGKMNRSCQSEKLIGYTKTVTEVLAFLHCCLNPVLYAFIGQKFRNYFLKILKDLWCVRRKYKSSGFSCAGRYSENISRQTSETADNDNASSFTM
Apaf1 inhib – inhibitors of human Apaf-1 apoptosome; reconstituted apoptosome caspase-3 activity, DEVD-Rh110 fluorescence; 0.71% of 330,000 active; inhibition, % at 20 µM; O14727; active = inhibition of at least 40% at 20 µM;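 also: plate controls were DMSO wells for no effect and DEVD-CHO caspase inhibitor wells for full effect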
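Material: cell-free apoptosome with Apaf-1, procaspase-3 and caspase-9; Buffer or medium: Hepes pH 7.5 with detergent and BSA; Reagent: cytochrome c trigger plus (Z-DEVD)2-Rh110 caspase-3 substrate; Times: compound with Apaf-1, dATP, procaspase-3 30 min, then 50 min reaction, room temperature; Technique: Rh110 fluorescence intensity.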
EBI2 block – antagonists of human EBI2 receptor | inhibition, % at 5 µM | 0.81% of 360,000 active | AID 651636 | EBI2 beta-arrestin recruitment, luminescence, 7a,25-OHC stimulated; in the data active = inhibition above about 38%;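 also: enzyme fragment complementation signal reports receptor beta-arrestin coupling in cells; 0% = agonist plus DMSO wells and 100% = wells without agonist; some results beyond the cut were filed as inactive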
Jurkat NFkB inh – inhibitors of the PMA/ionomycin-induced NF-kB reporter in Jurkat cells; PMA/ionomycin-induced NF-kB luciferase reporter, luminescence; inhibition, % at 4 µM; 0.53% of 330,000 active
UBC13 polyUb – inhibitors of human UBC13 polyubiquitin chain formation; AID 485273; TR-FRET; 0.47% of 330,000 active; inhibition, % at 20 µM; in the data active = inhibition above about 45%, passing the limit was not always enough
Target sequence (P61088 whole entry, looked up): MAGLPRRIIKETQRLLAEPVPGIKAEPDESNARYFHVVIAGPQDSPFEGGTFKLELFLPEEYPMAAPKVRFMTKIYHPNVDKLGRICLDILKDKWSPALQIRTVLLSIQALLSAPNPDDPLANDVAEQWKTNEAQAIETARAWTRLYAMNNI
SENP8 inh – inhibitors of human SENP8 protease; purified SENP8, Z-RLRGG-aminoluciferin cleavage, luminescence; inhibition, % at 10 µM; 1.2% of 330,000 active; AID 2540
Target sequence (Q96LD8 whole entry, looked up): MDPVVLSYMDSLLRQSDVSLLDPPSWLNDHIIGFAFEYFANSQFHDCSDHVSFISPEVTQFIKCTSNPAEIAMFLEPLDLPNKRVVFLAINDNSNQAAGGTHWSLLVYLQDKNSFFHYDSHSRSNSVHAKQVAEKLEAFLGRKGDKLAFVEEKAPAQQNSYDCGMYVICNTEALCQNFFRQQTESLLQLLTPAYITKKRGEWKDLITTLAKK
The depositor's hits bear a star; / = not tested or not shown. Rule as the data show it, unless noted: active = inhibition above about 50%; inactive = the rest. Only part of the results is shown; count on the stated rates, not on these rows.

The first two records as a preview:
SMILES	697 NFkB inh	Gli-Sufu antag	CCR6 antagonist	Apaf1 inhib	EBI2 block	Jurkat NFkB inh	UBC13 polyUb	SENP8 inh
CCOn1c(=O)c(-c2cccc3ccccc23)[n+]([O-])c2ccccc21	7	3	-4	-1	-6	21	4	0
Cc1ccc(S(=O)(=O)CCC(=O)N2CCc3ccccc32)cc1	10	-4	5	9	5	-6	-4	6

All compounds of this part, from the start:
SMILES	697 NFkB inh	Gli-Sufu antag	CCR6 antagonist	Apaf1 inhib	EBI2 block	Jurkat NFkB inh	UBC13 polyUb	SENP8 inh
CCOn1c(=O)c(-c2cccc3ccccc23)[n+]([O-])c2ccccc21	7	3	-4	-1	-6	21	4	0
Cc1ccc(S(=O)(=O)CCC(=O)N2CCc3ccccc32)cc1	10	-4	5	9	5	-6	-4	6
COc1ccc(NC(=S)N2CCN(S(=O)(=O)c3ccc(F)cc3)CC2)cc1OC	-18	1	5	8	1	-11	-8	0
COC(=O)[C@]1(CC(C)C)N[C@H](c2ccc(-c3ccc(F)cc3)c(OC)c2)[C@@H]2C(=O)N(C)C(=O)[C@@H]21	-4	-1	-2	27	14	7	-6	2
COc1ccc(N(C(=O)c2snc(C(N)=O)c2N)C(C(=O)NC2CCCC2)c2ccc3ncccc3c2)cc1 (stereo not given)	11	11	11	15	29	0	48*	3
O=C(O)/C(=C\c1c(C(=O)O)[nH]c2cc(Cl)cc(Cl)c12)c1ccccc1	4	-5	14	-1	-6	9	-11	11
Cc1cccc(C)c1NC(=O)c1sc(Cl)nc1C	0	3	12	-201	4	6	-12	-7
Cc1occc1C(=O)N1CCN(S(=O)(=O)c2ccc(F)cc2)CC1	10	4	3	-9	-7	-6	0	2
O=C(O)c1cccc(COc2cccc3ccccc23)c1	-137	-88	22	2	8	16	-11	97*
COc1ccc(C(=O)Cn2cnc3ccccc3c2=O)c(OC)c1	-46	-61	1	-2	7	-32	2	7
CC(C)[C@H](NC(=O)N1c2ccccc2NC(=O)[C@@H]1C(C)C)C(=O)N[C@@H](C(=O)O)c1ccccc1	4	-5	-2	-3	-3	-1	-10	10
COc1ccc2c(C)cc(SCC(=O)Nc3cccnc3Cl)nc2c1	-3	-2	10	-3	-4	10	1	-13
O=C(CCC(=O)c1ccc(F)cc1)Nc1cccc(Br)c1	8	-5	9	12	-5	-10	2	-6
Cc1oc(-c2ccccc2F)nc1CS(=O)CC(=O)NCCN1CCCCC1C (stereo not given)	-2	0	12	12	-11	2	0	-1
O=c1c(-c2ccco2)[n+]([O-])c2ccccc2n1OCc1ccccc1	-42	15	12	16	-13	-12	-26	-6
O=C(CCC(=O)Nc1ccccc1Cl)NNC(=O)c1ccco1	-7	1	0	5	-10	14	-4	4
O=C(COc1ncnc2ccc(Br)cc12)NCc1ccc2c(c1)OCO2	13	6	-13	-4	-6	2	24	2
CCCn1cc(SCC(=O)NCc2ccc3c(c2)OCO3)c2ccccc21	5	31	17	8	6	8	11	8
COc1ccc(-c2nnn(CC(=O)N(Cc3ccccc3Cl)C(C(=O)NCC3CCCO3)c3ccco3)n2)cc1OC (stereo not given)	8	23	16	21	-7	11	2	-3
CCC(=O)n1nc(-c2ccccc2)nc1SCC(=O)Nc1ccc(C)cc1	4	-3	-7	12	8	-8	1	3
Cc1ccc(/C=N/NC(=O)Cc2c(F)cccc2Cl)s1	-9	-25	-3	23	-4	-4	-4	0
COc1cccc(CN2CCC(C(=O)Nc3ccc(-c4cccc(C)c4)cc3)CC2)c1O	-3	34	0	21	-2	14	27	3
O=C(c1ccc2c(=O)n(Cc3ccco3)c(=S)[nH]c2c1)N1CCN(Cc2ccccc2)CC1	-2	7	18	16	2	-8	-4	-16
O=C(/C=C/c1ccco1)NCc1ccc2c(c1)OCO2	12	1	4	-5	3	-4	-5	3
CCOC(=O)[C@H]1[C@H]2COc3ccccc3[C@@H]2N2C(=O)c3ccccc3NC(=O)[C@@]12C	25	7	2	3	-4	-4	4	0
O=C(NNC(=S)NC1CCCCC1)c1ccccc1Br	-26	-4	43	3	10	-12	-10	-11
Cc1cc(C)c(C)c(S(=O)(=O)N2CCN(C(=O)c3ccco3)CC2)c1C	12	5	6	6	6	10	1	-2
Cc1cc(OCC(=O)NCc2nc(-c3ccccc3)no2)c(C)cc1Br	5	-13	4	11	-4	-8	-2	-7
N#Cc1ccc(NC(=O)COC(=O)CCc2nc3ccccc3c(=O)[nH]2)cc1	9	-5	8	-25	-5	3	22	-2
O=C(OCC(=O)c1ccccc1Cl)C1=NN(c2ccccc2)C(=O)CC1	-20	3	8	-2	3	-17	-16	-9
CCn1nc(C)cc1C(=O)NC1CCCc2c1cnn2-c1cc(F)cc(F)c1 (stereo not given)	4	18	13	-8	2	24	-1	8
C/C(=N\NC(=O)c1ccccc1F)c1cccc(NC(=O)c2ccccc2)c1	0	-16	9	8	-11	-43	1	-7
CCOC(=O)C1=C(CCc2ccccc2)NC(=O)NC1c1ccc(Br)cc1 (stereo not given)	6	-14	-2	21	-5	-10	6	7
O=C(O)C1CCCCC1C(=O)NC(c1ccccc1)c1ccccc1 (stereo not given)	9	2	10	-6	2	8	-8	-12
O=C1OCCN1C(=O)[C@H]1[C@H](c2ccc([N+](=O)[O-])cc2)C(c2ccccc2)=NN1c1ccccc1	5	-12	11	20	7	/	/	/
CC(=O)Nc1ccc(S(=O)(=O)NCC(=O)OCC(=O)N2CCc3ccccc32)cc1	-6	-8	8	15	3	-7	-13	3
COc1cnc(-c2ccccn2)nc1Sc1cccc(Cl)c1	-30	-1	12	23	6	-10	3	-5
COc1ccc(/C=c2\sc3nc(-c4ccccc4OC)nn3c2=O)c(OC)c1	-3	8	-7	14	30	-6	-15	-5
O=C(Nc1ccc(Br)cc1)NC1CCCCCCC1	-219	-105	11	17	19	-179	-2	-15
COc1ccc(CSC(=N)N)cc1[N+](=O)[O-]	17	-8	-5	-5	1	7	-1	-8
CN(C)c1ccc(/C=N/N=C2/NC(=O)/C(=C/c3ccc([N+](=O)[O-])cc3)S2)cc1	-211	6	53*	5	-7	28	-106	36
COc1ccc(CNC(=O)C2CCN(C(=O)c3ccco3)CC2)cc1	-4	21	-1	4	0	-4	7	-4
NNC(=O)c1sc(-c2ccc(Cl)cc2)cc1N	-29	-20	10	10	26	-33	-1	-6
CCN(CC)CCNC(=O)C1CCC(=O)N(c2ccc(OC)cc2)C1c1ccc(F)cc1 (stereo not given)	19	3	6	-3	-10	-15	9	3
O=C(C1Cc2ccccc2CN1C(=O)c1ccccc1)N1CCN(c2ccccc2)CC1 (stereo not given)	25	0	8	4	5	-3	4	-3
CNC(=O)CCn1nc(-c2ccccc2)c2ccccc2c1=O	5	-5	3	-8	-17	9	2	-8
Cc1c(Cl)cccc1NC(=O)CCC(=O)N/N=C/c1ccc[nH]1	12	18	-2	-4	10	-1	1	6
COC(=O)CSc1nc2c(c(=O)n(C)c(=O)n2C)n1CCCc1ccccc1	3	-4	-6	4	4	20	4	3
CCC(C)C(=O)N1CCCC(c2nc(-c3cccs3)no2)C1 (stereo not given)	-47	-61	-11	-8	0	-48	10	-6
Cc1cc(C)cc(NC(=O)CN(Cc2ccccc2)S(C)(=O)=O)c1	-13	4	-1	-1	-2	-1	3	5
COC(=O)c1ccc(NC(=O)Cn2nc(C)c3ccccc3c2=O)cc1	2	/	1	-11	4	17	0	-4
O=C(CC1Oc2ccccc2NC1=O)NCCCN1CCOCC1 (stereo not given)	25	-1	6	1	5	3	6	-2
COc1cccc(/C=C/C(=O)NCc2cn3cc(Cl)ccc3n2)c1OC	28	-3	-2	-3	5	-9	14	0
CC12CC3(C)CC(C)(C1)CC(C(=O)NC(=S)NC(C)(C)C)(C2)C3	-22	-12	37	19	-4	-14	4	-2
COCCNc1nnnc2c1sc1nc(N3CCOCC3)c3c(c12)CC(C)(C)OC3	-7	3	8	9	4	6	-8	-5
Cc1nc(Nc2ccc(S(N)(=O)=O)cc2)sc1C(=O)Nc1ccccc1	-3	-4	4	10	5	4	16	-10

Next results follow.
SMILES	697 NFkB inh	Gli-Sufu antag	CCR6 antagonist	Apaf1 inhib	EBI2 block	Jurkat NFkB inh	UBC13 polyUb	SENP8 inh
CCCCCCn1cc(C(=O)O)c(=O)c2cc(F)c(N3CCN(C)CC3)cc21	-39	-13	6	-1	-2	-10	-6	-3
Clc1cccc(/C(Cc2nc3ccccc3[nH]2)=N\Nc2ccccc2)c1	-48	-4	-3	14	4	-41	-7	-3
CC1CC(=O)C=C(O)C1C(=O)OC(C)(C)C (stereo not given)	8	2	-17	2	15	10	-4	2
O=C(CN(c1ccccc1F)S(=O)(=O)c1ccccc1)N1CCCCCC1	3	4	-14	3	-4	2	5	-5
CN1CCN(CCC(=O)N/N=C/c2cc3c(cc2[N+](=O)[O-])OCO3)CC1	14	-3	-9	5	8	-11	-2	5
CCN(CC(=O)NCc1cccs1)C(=O)C1CC(=O)N(c2ccc(OC)cc2OC)C1 (stereo not given)	10	-5	5	51*	-3	5	-1	-6
N[C@@H](Cc1ccc(O)cc1)c1nnc([C@H](CCC(=O)O)NC(=O)C2CCNCC2)o1	16	25	2	-1	-1	11	2	-6
COc1ccccc1NC(=O)Nc1ccc(CC#N)cc1	-19	-16	8	-9	-4	-30	0	31
COc1cc2c(C)nc(C)c(C#N)c2cc1OC	-23	-4	21	-1	-8	-6	11	4
O=C1CSC(c2ccc(Cl)cc2)N1c1cccnc1 (stereo not given)	0	-1	8	-9	8	-10	2	-4
Cc1cccc(OCC(=O)NC(Cc2ccccc2)C(=O)O)c1 (stereo not given)	-1	5	-8	2	-5	7	-2	-1
CCc1cccc(NC(=S)Nc2ccc(CN3CCOCC3)cc2)c1	21	3	12	-12	1	0	-1	2
COc1ccc2oc(=O)c(C(=O)NCc3ccc(C)cc3)cc2c1	4	3	10	2	2	3	9	11
CCC(C)(C)n1nnnc1C(c1cc2ccc(OC)cc2[nH]c1=O)N1CCN(C2CCCCC2)CC1 (stereo not given)	-6	7	0	-10	-5	6	12	0
O=C(CCN1CCN(S(=O)(=O)c2ccc(F)cc2)CC1)Nc1ccccc1F	-7	2	14	4	2	12	0	-18
COC(=O)c1cnn(-c2ccc(F)cc2F)c1/C=N/NC(=S)NC(C)(C)C	-16	0	29	11	8	-17	4	6
N#Cc1c(-c2ccccc2)c(C#N)c2nc3ccccc3n2c1N	-7	14	-23	-4	-19	10	9	-2
CCOC(=O)Cn1nc(C)c(NC(=O)COc2ccc([N+](=O)[O-])cc2)c1C	-10	29	-5	-7	-5	-4	-10	-6
CC(C)Cc1nn2c(=O)cc(CSCC(=O)Nc3ccccc3F)nc2s1	-4	-5	-5	2	-3	-2	-2	-6
CC(C)OC(=O)CSc1nc(N2CCOCC2)c2c(c1C#N)CC(C)(C)OC2	-5	21	10	5	2	5	7	4
CC(=O)Nc1cccc(C(=O)O)n1	-5	-9	-2	-14	-11	-7	-16	-15
CN(C)c1cccc(NC(=O)Cc2ccc(F)cc2)c1	-7	-10	4	-14	-3	-5	-8	-7
O=C(Sc1nnnn1C1CCCCC1)c1cccs1	-33	/	/	8	/	-7	-1	5
COc1ccc2c(CC(=O)Nc3cccc(S(=O)(=O)N4CCOCC4)c3)coc2c1	-21	1	15	4	-3	0	20	-3
COc1ccc(S(=O)(=O)NNc2nc(C)cc(C)n2)cc1[N+](=O)[O-]	16	16	32	1	12	6	-6	-7
N#Cc1cnn(-c2cccc(Cl)c2)c1-n1cccc1	-16	3	10	-2	-2	3	-4	-5
